Bioassay records as filed in PubChem BioAssay.
GLP1R cytotox – qHTS of GLP-1 Receptor Inverse Agonists: Cytotox Screen | HEK293 cAMP-luciferase reporter cells, luminescence, 24 h | Potency, µM (titrated, usually from 38.3 µM), inactives show at the highest dose activity change, negative = inhibition, actives largely listed as inhibitors | 410,000 tested, 0.13% active | AID 624418, 2012;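 also: loss of luciferase light is scored as toxicity; potency is read from the fitted curve at half-maximal effect; % is scaled to controls: 0 for no effect and ±100 for the full control effect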
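Quantitative HTS format, 1536 wells, 200 cells/uL seeded. Compounds: 23 nL, 24 h, 37 °C. Detection: luciferase reagent, luminescence at 12 min RT; decreased signal taken as cytotoxic.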
IL2 activator – qHTS of IL-2 Activators; IL-2 activation reporter assay, cell-based qHTS; stimulated with anti-CD3/CD4/CD28 beads; in transgenic mouse T cells; activation, % (series mostly up to about 46 µM); 360,000 tested, 0.065% active; AID 652025, 2013; in the data active = activation above about 50%; inconclusive = mostly about 30% to 49%; also: 0% is about no effect
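Unstimulated transgenic mouse T cells; 60-min compound exposure; bead-based TCR/CD4/CD28 stimulation; 18 h culture, 37 degrees C; dual fluorescence (EGFP, DsRed) plate cytometry.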
GLP1R inv ag – qHTS of GLP-1 Receptor Inverse Agonists (Inhibition Mode); Glucagon-like peptide 1 receptor (Homo sapiens), P43220; Potency, µM (titrated, usually from 38.3 µM), for inactives: at the top dose activity change, negative = inhibition, actives largely listed as inhibitors; 410,000 tested, 1.6% active; HEK293 GLP-1R CRE-luciferase, luminescence, 24 h; GLP-1R form is constitutively active; also: potency is read from the fitted curve at half-maximal effect; % is scaled to controls: 0 for no effect and ±100 for the full control effect; nearly all actives have a fitted effect of over 55% in size
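Inverse agonism was detected as reduced cAMP-driven luciferase luminescence after 24 h compound treatment. The cells were HEK293 clones expressing constitutively active human GLP-1R with the reporter. Reporter-only and GPR119 cell lines served as counterscreen controls.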
PLK1 PBD inh – qHTS for Inhibitors of PLK1-PDB (polo-like kinase 1 - polo-box domain): Primary Screen; Plk1 PBD binding of FITC phosphopeptide, fluorescence polarization; 360,000 tested, 2.8% active; Serine/threonine-protein kinase PLK1 (Homo sapiens), P53350; AID 720504, 2013; Potency, µM, for inactives: max response, negative = inhibition, hits mostly inhibitors; also: potency is read from the fitted curve at half-maximal effect; series mostly up to about 57 µM; % is scaled to controls: 0 for no effect and ±100 for the full control effect; nearly all actives have a fitted effect of over 65% in size
Target sequence (P53350 whole entry, looked up, the tested form may be a part): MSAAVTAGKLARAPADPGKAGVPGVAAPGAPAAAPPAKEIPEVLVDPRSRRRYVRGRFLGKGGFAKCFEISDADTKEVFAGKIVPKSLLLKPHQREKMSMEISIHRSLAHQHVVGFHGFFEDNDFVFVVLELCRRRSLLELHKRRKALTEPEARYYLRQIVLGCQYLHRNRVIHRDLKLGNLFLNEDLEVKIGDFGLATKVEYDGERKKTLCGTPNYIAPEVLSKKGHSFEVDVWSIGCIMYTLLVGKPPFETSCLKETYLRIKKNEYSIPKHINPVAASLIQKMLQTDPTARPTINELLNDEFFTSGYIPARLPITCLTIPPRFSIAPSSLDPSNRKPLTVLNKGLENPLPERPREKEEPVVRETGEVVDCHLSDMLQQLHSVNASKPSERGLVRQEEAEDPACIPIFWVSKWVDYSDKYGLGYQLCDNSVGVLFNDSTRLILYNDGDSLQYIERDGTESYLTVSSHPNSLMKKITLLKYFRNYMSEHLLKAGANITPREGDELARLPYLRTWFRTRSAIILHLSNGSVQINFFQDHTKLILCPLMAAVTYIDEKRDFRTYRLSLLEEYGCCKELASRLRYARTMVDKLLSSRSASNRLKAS
PI5P4Ka inh – qHTS for Inhibitors of phosphatidylinositol 5-phosphate 4-kinase (PI5P4K); Phosphatidylinositol 5-phosphate 4-kinase type-2 alpha (Homo sapiens), P48426; PI5P4Kalpha enzyme, ADP-Glo luminescence, 60 min; stronger effect = lower value; max response, %; 330,000 tested, 1.2% active; AID 652105, 2013; active = max response of -50% or lower; inconclusive = between -30% and -50%; inactive = -30% or higher; also: value at the top dose of about 77 µM; % is scaled to controls: 0 for no effect and ±100 for the full control effect
Target sequence (P48426 whole entry, looked up): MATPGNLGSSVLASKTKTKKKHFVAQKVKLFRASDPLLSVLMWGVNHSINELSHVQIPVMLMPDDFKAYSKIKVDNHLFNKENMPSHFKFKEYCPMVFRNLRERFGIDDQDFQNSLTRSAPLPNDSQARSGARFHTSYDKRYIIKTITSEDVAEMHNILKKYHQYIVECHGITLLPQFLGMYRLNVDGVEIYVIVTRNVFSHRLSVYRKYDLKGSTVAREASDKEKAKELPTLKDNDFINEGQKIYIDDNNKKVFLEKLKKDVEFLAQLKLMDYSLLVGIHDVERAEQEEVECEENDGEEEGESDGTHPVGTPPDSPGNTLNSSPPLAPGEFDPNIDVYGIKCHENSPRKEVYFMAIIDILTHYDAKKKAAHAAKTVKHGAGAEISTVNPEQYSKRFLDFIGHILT
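Luminescence from ADP-Glo served as readout of PI5P4Kalpha activity in a qHTS format. Reaction: enzyme, substrate, compound, ATP at 5 microM final, 60 min at RT.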
DRD3 antagonist – qHTS of D3 Dopamine Receptor Antagonist: qHTS; D(3) dopamine receptor (Homo sapiens), P35462; D3R cells, DiscoveRx beta-arrestin luminescence, antagonist mode; stronger effect = lower value; max response, negative = inhibition, %; 360,000 tested, 2.5% active; in the data active = max response below about -50%; inconclusive = no clear call, values can overlap the other calls; also: % is scaled to controls: 0 for no effect and ±100 for the full control effect; mostly tested at two doses, the higher about 12 µM
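Cells expressing the human receptor were seeded at 1500 cells/well, incubated overnight at 37 degrees C in 5% CO2, then exposed to library compounds with dopamine controls for 90 minutes at 37 degrees C before luminescent detection.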
GLP-1R agonist – qHTS of GLP-1 Receptor Agonists; HEK293 GLP-1R CRE-luciferase, luminescence, 4-6 h; cells express a hypersensitive GLP-1R form; Glucagon-like peptide 1 receptor (Homo sapiens), P43220; 380,000 tested, 0.007% active; Potency, µM (highest dose often 45.6 µM), for the others: at the highest dose activation, actives largely listed as activators; AID 624172, 2012; also: potency is read from the fitted curve at half-maximal effect; % of control where 0% means no effect
DRD3 agonist – qHTS of D3 Dopamine Receptor Agonist: qHTS; D(3) dopamine receptor (Homo sapiens), P35462; D3R DiscoveRx beta-arrestin cells, luminescence, 90 min; max activation, %; 410,000 tested, 0.58% active; AID 652048, 2013; in the data active = max activation above about 30%; also: 0% is about no effect; mostly tested at two doses, the higher about 12 µM
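Agonist-mode cell screen: cells plated at 1500/well and incubated overnight at 37 °C, then exposed to library compounds for 90 min at 37 °C. Detection reagent was added for 30–60 min at room temperature, and luminescence was read.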
WRN helicase inh – qHTS for Inhibitors of WRN Helicase; Potency, µM (doses to about 114 µM), inactives show top-dose activity change, negative = inhibition, most hits filed as inhibitors; Bifunctional 3'-5' exonuclease/ATP-dependent helicase WRN (Homo sapiens), Q14191; AID 651768, 2012; WRN helicase unwinding, fluorescent forked duplex, kinetic; 360,000 tested, 0.46% active; also: potency is read from the fitted curve at half-maximal effect; % is scaled to controls: 0 for no effect and ±100 for the full control effect; nearly all actives have a fitted effect of over 55% in size
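WRN at 20 nM final was preincubated with compound for 15 min at room temperature; reaction started with 100 nM forked duplex oligonucleotide carrying fluorophore and quencher plus 2 mM ATP (final). Unwinding followed kinetically by red fluorescence (ex 525/em 598 nm).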
* hit, by the source's call; u = inconclusive; x = no result given; & = joins results of further samples; [ ] = dose if it differs, or a comment. Unless noted, calls follow the shape of the dose curve; as a rule, active = well fitted curve in the direction sought with a large enough effect; inconclusive = small, poorly fitted or top-dose-only effect, or another doubt; inactive = no such curve, though single readings can be large; an effect the other way counts as inactive or inconclusive. Hits appear at their usual frequency; 7.8% or so of the library scored in one or more.

SMILES	GLP1R cytotox	IL2 activator	GLP1R inv ag	PLK1 PBD inh	PI5P4Ka inh	DRD3 antagonist	GLP-1R agonist	DRD3 agonist	WRN helicase inh
CCN(CC)CCOC(=O)c1ccc(NC(=O)/C=C/c2cccs2)cc1	-15%	1.0	u	u	-6	-101*	2%	-12	13%
CCCNS(=O)(=O)c1ccc(Oc2ncc(C(F)(F)F)cc2Cl)cc1	-3%	-4.3	11µM*	-7%	-12	-18	0%	1	-1%
O=C(Nc1ccnn1C1CCN(C(=O)c2cccnc2)CC1)c1cccc(F)c1	3%	1.7	10%	0%	4	14	12%	1	0%
CC1CCN(S(=O)(=O)c2cccc(C(N)=O)c2)CC1	16%	-2.2	0%	-6%	-9	6	0%	3	9%
COCCCN(C(=S)NC(=O)C12CC3CC(CC(C3)C1)C2)c1c(N)n(Cc2ccccc2)c(=O)[nH]c1=O	-7%[0.307 µM]	-0.1	-6%[0.307 µM]	-14%	-9	-1	2%	5	-7%
COc1cc(C(=S)N2CCOCC2)cc(OC)c1OC(=O)c1cc([N+](=O)[O-])c(C)c([N+](=O)[O-])c1	5%	-1.3	11%	-11%	-25	-19	-19%	4	-25%
COc1cc(CNC(=O)OCC(C)C)cc(OC)c1OC	7%	0.1	7%	-5%	12	19	-14%	-1	-3%
Cc1c(C)n2c(SCC(=O)Nc3cccc4ccccc34)nnc2[nH]c1=O	5%	3.8	39%[activator]	-8%	-2	3	5%	-5	-19%
COc1ccc(C(=O)NCc2nnc(SCC(=O)Nc3ccccc3F)o2)cc1	7%	0.4	20%	-12%	0	26	-1%	2	-1%
COc1ccc(C2NC(=O)N(C)C3=C2C(=O)N(c2ccc(C)cc2)C3)cc1 (stereo unspecified)	1%	x	12%	x	x	x	13%	4	x
Cc1cc(C)nc(SCc2cnc(C)nc2N)n1	0%	-1.1	19%	-12%	-1	6	3%	2	-23%
Cc1cc(C)cc(N2CC(C(=O)O)CC2=O)c1 (stereo unspecified)	14%	-0.1	8%	-6%	3	0	2%	-5	-4%
Cc1sc(N)c(C(=O)c2ccccc2)c1C	9%	-1.0	204%[activator]	3.8µM*	-19	7	6%	4	-3%[57.1 µM]
CC(C)(C)c1ccc(S(=O)(=O)N2CCN(CC(=O)NC(=O)NC3CCCCC3)CC2)cc1	15%	2.0	u	-3%	6	23	11%	-10	-22%
O=C(O)[C@H]1CCC(=O)N1Cc1ccco1	-10%	0.0	-8%	-8%	0	-13	-6%	2	3%

SMILES	GLP1R cytotox	IL2 activator	GLP1R inv ag	PLK1 PBD inh	PI5P4Ka inh	DRD3 antagonist	GLP-1R agonist	DRD3 agonist	WRN helicase inh
O=C(NCCCc1ccccc1)c1cccc(Br)c1	2%	1.3	u	0%	4	-5	3%	-1	-6%
O=C(c1cc([N+](=O)[O-])ccc1N1CCOCC1)N1CCCCC1	-17%	-0.1	0%	-9%	2	13	-1%	3	4%
COC(=O)c1ccccc1S(=O)(=O)N(Cc1ccco1)Cc1cc2cc(OC)ccc2[nH]c1=O	-18%	-1.4	7%	-13%	x	25	6%	17	2%
CCN1CCN(c2ccc(N3CCN(S(=O)(=O)c4cc([N+](=O)[O-])ccc4C)CC3)nn2)CC1	-6%	-2.8	u	-9%	-2	-10	-4%	-12	-1%
COc1ccc(CN2CC(C(=O)NCCCN3CCOCC3)CC2=O)cc1 (stereo unspecified)	-3%	0.8	12%	1%	-5	11	-18%	4	8%
Cc1c(CCOC(=O)C23CC4CC(CC(C4)C2)C3)sc[n+]1CC#N	u	-0.8	u	-6%	0	14	10%	1	-4%
CCOc1ccc(CCNC(=O)COC(=O)c2cccc(S(=O)(=O)N3CCCC3)c2)cc1OCC	0%	-1.9	14%	-4%	1	15	10%	2	4%
CCOc1ccc(Cl)cc1CN1CCOCC1	-10%	0.5	-20%	-5%	-14	61	-2%	10	2%
COc1cccc(/C=C/C(=O)OCC(=O)N2c3ccccc3NC(=O)C2(C)C)c1	-1%	-1.9	6%	3%	-3	43	-2%	3	13%
Cc1ccc(/C=C/C(=O)CCC(=O)O)cc1	-8%	0.1	5%	-13%	7	12	7%	9	-2%
Cc1ccc(O)c(C(=O)c2cc(C#N)c(=O)n(Cc3ccccc3)c2)c1	0%	-0.5	-10%	-8%	-15	-4	9%	-2	-1%
CC(=O)c1ccc(NC(=O)CC(NCCC2=CCCCC2)C(=O)O)cc1 (stereo unspecified)	15%	-0.3	10%	-4%	0	9	-7%	-4	-7%
CCN1CCN(CC(O)COC(C)C)CC1 (stereo unspecified)	-10%	-3.2	-33%	-8%	x	-12	3%	0	1%
CCn1c(CCNC(=O)c2ccc(Cl)c(Cl)c2)nnc1SCCOc1ccc(OC)cc1	-12%	-4.0	u	-4%	x	-17	2%	-15	-18%
Cc1ccc(NC(=O)CN2C(=O)S/C(=C/c3ccc(-c4cccc(C(=O)O)c4)o3)C2=O)cc1	38%[activator]	-3.6	-17%	u	u	18	13%	2	u

SMILES	GLP1R cytotox	IL2 activator	GLP1R inv ag	PLK1 PBD inh	PI5P4Ka inh	DRD3 antagonist	GLP-1R agonist	DRD3 agonist	WRN helicase inh
COc1ccccc1N1CCN(C(=O)COc2cccc(C)c2C)CC1	-3%	-1.0	7.1µM*	-11%	-6	2	14%	11	-6%
CCOC(=O)CSc1nnc(CNC(=O)c2ccc([N+](=O)[O-])cc2)n1C	-1%[0.307 µM]	0.1	7%[0.307 µM]	-5%	2	u	-1%	3	0%
O=C(NCCCN1CCCC1=O)C1CCN(S(=O)(=O)c2cccc(C(F)(F)F)c2)CC1	2%	2.0	-6%	-5%	1	-4	3%	-11	10%
COc1ccc(Nc2cc(C)c3ccc(O)cc3n2)cc1	-14%	-0.2	u	0%	3	u	23%	-23	-3%
CC(=O)Oc1cccc(N2C(=O)c3cccc4c([N+](=O)[O-])ccc(c34)C2=O)c1	107%[activator]	11	0%	u	1	-8	6%	12	6%
O=C(CSc1nnnn1-c1ccccc1)NCC1(N2CCOCC2)CCCCC1	2%	3.2	-23%	2%	-5	14	8%	8	0%
CCN1C(=NCCOC)N[C@@H](c2ccccc2)[C@H](C(=O)OC)[C@H]1C	u	3.8	13%	-15%	-4	0	12%	7	-5%
CC1(OC(=O)C2CCCC2)C(=O)C=C2C=C(c3ccsc3)N(Cc3ccc4c(c3)OCO4)C=C2C1=O (stereo unspecified)	-2%	-0.2	u	-24%	u	0	-1%	-2	-12%
CCOC(=O)N1CCC(NC(=O)c2ccc3c(c2)N(Cc2cc(C)ccc2C)C(=O)c2ccccc2S3=O)CC1 (stereo unspecified)	-11%	x	u	x	x	x	-1%	4	x
O=[N+]([O-])c1ccc2nc(-c3ccccc3)[nH]c2c1	-2%	-1.4	33%	-7%	-8	u	u	-7	-27%[57.1 µM]
CCCCCCSc1ccc(-c2nc3cc(C)ccn3c2NC2CCCCC2)cc1	-23%&19%	-3.7&0.0	u	-1%&-7%	7&-2	36&7	-6%&0%	-12&-1	-2%&-3%
CCc1ccc2[nH]cc(C(=O)OCCOC)c(=O)c2c1	-1%	-0.6	13%	3%	0	-3	-6%	1	-2%
O=C(COC(=O)c1cccc(S(=O)(=O)N2CCCCC2)c1)NC1CCCCC1	-10%	-0.4	0%	0%	4	-2	2%	-10	-7%
O=C(Cc1cccc2ccccc12)NNC(=O)c1ccc(Br)o1	-1%	1.3	-8%	-10%	-2	-17	-6%	-9	5%
CCN(C(=O)C1CSC2(C)CCC(=O)N12)c1nc2c(C)cccc2s1 (stereo unspecified)	5%	0.3	-4%	-4%	4	24	-3%	-1	-5%

SMILES	GLP1R cytotox	IL2 activator	GLP1R inv ag	PLK1 PBD inh	PI5P4Ka inh	DRD3 antagonist	GLP-1R agonist	DRD3 agonist	WRN helicase inh
Cc1cc(OCC(=O)Nc2ccncc2)cc(C)c1Cl	-7%	-0.7	11%	1%	3	22	-1%	2	2%
CC(C)(C)[C@H]1C=C(C(=O)NCc2nc3ccccc3[nH]2)O[C@@H](OCCCCO)C1	-9%	0.2	0%	-2%	-9	-21	15%	7	9%
CC(NC(=O)C1CCN(S(=O)(=O)c2cccs2)CC1)c1cccc(Cl)c1 (stereo unspecified)	0%	-0.9	-26%	3%	-4	4	8%	6	-7%
S=c1[nH]nc2ccc3ccccc3n12	1%	-0.5	9%	u	-61*	-9	9%	2	4%
Cc1ccc(/C=N/NC(=O)Cn2nnc(N)n2)o1	14%	0.2	21%	-11%	-6	0	-11%	7	-22%
Cc1[nH]c2c(C)cccc2c1CCNC(=O)C1CCCCC1C(=O)OCC(F)(F)F (stereo unspecified)	-4%	-0.6	u	-4%	5	-10	5%	-2	-6%
O=C(CSc1ccccc1)NCc1ccccn1	3%	1.1	7%	u	-7	13	1%	-1	-14%
CC(=O)N1c2ccc(S(=O)(=O)NCC3CCC(C(=O)NC4CCC(C)CC4)CC3)cc2CC1C (stereo unspecified)	-7%	-5.4	-11%	-8%	3	6	4%	3	3%
O=C(O)CCCCC1CCSS1 (stereo unspecified)	4%	1.5	-10%	-21%	1	2	-5%&-1%	3&-7	-21%
NC(=O)c1cccc2c1-c1ccccc1/C2=N/NC(N)=S	u	-0.3	51%[activator]	-20%	3	15	6%	-1	-3%
O=C(NCCC1=CCCCC1)C1CCCN(S(=O)(=O)c2ccc(F)cc2)C1 (stereo unspecified)	11%	-0.2	-32%	-3%	-2	-19	-5%	1	-7%
O=C(Nc1nnc(S(=O)(=O)N2CCOCC2)s1)c1ccccc1	-6%	-0.2	2%	-22%	u	-3	-1%	2	-8%[11.6 µM]
